Compound activity as filed in PubChem BioAssay.
Insulin prom up: insulin promoter activators in MIN6 cells, imaging, high-content screening, mouse beta cells; z-score at 5 µM; MIN6 insulin promoter-GFP reporter; stronger effect = higher value; 0.3% of 190,000 active; AID 1625, 2009;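 active = z-score above 3 at 5 µM with at least 500 cells counted in the well; inconclusive = wells under 500 cells, flagged as cytotoxic or low count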
West Nile virus CPE: West Nile virus antiviral activity, cell-based, CPE readout (AID 1621); West Nile virus-infected cells, CPE inhibition; higher % means a stronger effect; CPE inhibition, % at 10 µM, or IC50 in µM where a hit was titrated; 0.02% of 290,000 active; in the data active = a potency from the dose series; inconclusive = CPE inhibition mostly from about 3.7% at the one dose, without a potency; inactive = the rest, 99 in 100 with CPE inhibition below about 2.2%; note: strong numbers were not always called active
Lipid droplet: inhibitors of hepatocyte lipid droplet formation, primary screen, imaging, high-throughput imaging, BODIPY stain | AML12 mouse hepatocytes, oleate lipid droplets | inhibition, % at 6.5 µM | 0.4% of 240,000 active | AID 1656, 2009;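 active = lipid droplet intensity inhibited by at least 50%, with more than 500 cells counted; inconclusive = wells with under 300 cells, treated as cytotoxic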
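Technique: fluorescence imaging, 20x objective, two fields per well / Assay system: AML12 hepatocytes (mouse) / Measure: % inhibition of lipid droplet signal / Doses: 6.5 µM single-point dosing / Incubation: overnight exposure / Reagent: 100 µM oleic acid challenge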
T cell HTS: modulators of CD8 T cell-vesicle binding, primary screen, mouse 2C CD8+ T cells, flow cytometry | 2C CD8+ T cell-vesicle binding; stronger effect = lower value | calls only at 7 µM | AID 2052, 2009 | 0.068% of 330,000 active;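 active = response, share of CD8 T cells binding vesicles, and their 90th percentile fluorescence all below set limits, cut at about 80% in these data, passing the limit was not always enough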
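material = purified 2C TCR transgenic mouse naive CD8+ T cells | controls = Unloaded micro-vesicles (low), QL9 vesicles with 0.7% DMSO (high) | detection = cytometric PE anti-B7-1 and Alexa647 anti-CD8 signals after 1% paraformaldehyde fixation | incubation = binding step 1.5 h, 37 °C, antibody labelling 20 min, ice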
bCat nuc transl: modulators of beta-catenin nuclear translocation, primary screen, imaging, HeLa cells, immunofluorescence, high-content; nuclear translocation activity, % at 5 µM; 0.3% of 190,000 active; AID 1665, 2009;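 active = nuclear translocation activity above 50% at 5 µM, with a well cell count of 50 or more; inconclusive = wells under 50 cells across six images, flagged as toxic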;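 note: per-cell ratio of nuclear to cytoplasmic median beta-catenin stain intensity; plate controls were DMSO negative control for no effect and GSK-3 inhibitor IX positive control for full effect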
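System: Human HeLa cells, endogenous beta-catenin | Compound dosing: 5 µM primary, 0.02–20 µM confirmation | Timing: 24 h compound exposure at 37°C, 5% CO2 | Measured by: Fluorescence imaging of beta-catenin antibody stain plus DAPI | Read-out basis: % activation of per-cell nuclear versus cytoplasmic median beta-catenin signal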
MT stabilize HCS: microtubule stabilizers in HeLa cells, primary screen, imaging, high-content imaging; HeLa tubulin immunostaining HCS, 24 h; share of cells brighter than vehicle mean+2SD; % tubulin-high responders, % at 10 µM; 0.83% of 200,000 active; AID 2205, 2009;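 active = plate Z-score above 3 for both tubulin-high and condensed-nucleus cell shares, with cell loss under 80%, at 10 µM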;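 note: anti alpha tubulin signal scored within the nucleus-defined area of each cell; some results filed as inactive read as strong as hits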
Myeloid diff 2: induction of myeloid progenitor differentiation, primary screen, cell-based, flow cytometry, MLPCN library; calls only at 10 µM; ER-HoxA9 myeloid progenitors, lysozyme-GFP differentiation; 1% of 360,000 active;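 active = normalized GFP-positive differentiation at or above the plate's own cutoff, the solvent-only control mean plus 3 SD; inconclusive = no clear call, values can overlap the other calls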;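 note: cells exposed to compound for four days before flow analysis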
Autophagy mod: autophagy modulators in MEF cells, primary screen, imaging, high-content, MEF GFP-LC3; MEF GFP-LC3 puncta imaging; test concentration mostly 10 µM; calls only at 10 µM (by protocol); 0.98% of 190,000 active; AID 463193, 2010;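 active = percentage of spot-positive cells more than 3 SD above its plate mean, without a fluorescence outlier flag or 80% toxicity; inconclusive = no clear call, values can overlap the other calls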;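 note: spot-positive cell cutoff set from DMSO-treated cells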
WT yeast gro inh: growth inhibition of WT strain, primary screen, mitochondrial fusion inhibitor project, WT and mutant strains, chemical genetic; mitochondrial fusion phenotypic screen; inhibition, % at 10 µM; 2.1% of 190,000 active; AID 1362, 2008; in the data active = inhibition above about 58%; tested in S. cerevisiae
WT yeast gro inh mutant strain: also measured in WT yeast gro inh; calls as there; inhibition, %; mitochondrial fusion phenotypic screen, mutant strain inhibition
Insulin prom up cell count: further read-out of Insulin prom up, marked with its call; cell count; measured here: cytotoxicity, nuclei count;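 total cells summed across four imaged fields per well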
Lipid droplet cells 6.5 µM: further read-out of Lipid droplet, marked with its call; cell count; measured here: cell count, cytotoxicity flag;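 cells counted across two imaged fields per well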
bCat nuc transl cell count 5 µM: second read-out of bCat nuc transl, no call of its own (marks repeat the call); cell count; measured here: cell count, cytotoxicity flag
T cell HTS vesicle-bound %: further read-out of T cell HTS, marked with its call; double positive events, %; measured here: CD8+ vesicle-bound cell fraction;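 binding gate set so that unloaded-vesicle control wells show 10% double positive cells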
MT stabilize HCS Hoechst-high %: also measured in MT stabilize HCS; calls as there; % Hoechst-high responders; measured here: nuclear condensation Hoechst responders;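 share of cells brighter than vehicle mean plus two SD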
MT stabilize HCS cytotoxicity %: recorded beside MT stabilize HCS, whose call it bears; toxicity, %; measured here: cytotoxicity by cell density;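 0% = mean cell density of plate MIN control wells and 100% = no cells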
Autophagy mod cell loss 18 h: recorded beside Autophagy mod, whose call it bears; toxicity, %; measured here: cell loss, nuclei count;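 cell loss after 18 h compound exposure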
Myeloid diff 2 GFP+ MAC1+ %: second read-out of Myeloid diff 2, no call of its own (marks repeat the call); GFP+ MAC1+ double positive, %; measured here: differentiation confirmed by MAC1 staining
Numbers without * were called inactive; i = inactive; ? = inconclusive; . = no result given; + = active, no number; & = joins results of further samples. Not a hit list; overall some 3.9% were active at least once.

SMILES	Insulin prom up	Insulin prom up cell count	West Nile virus CPE	Lipid droplet	Lipid droplet cells 6.5 µM	T cell HTS	T cell HTS vesicle-bound %	bCat nuc transl	bCat nuc transl cell count 5 µM	MT stabilize HCS	MT stabilize HCS Hoechst-high %	MT stabilize HCS cytotoxicity %	Myeloid diff 2	Myeloid diff 2 GFP+ MAC1+ %	Autophagy mod	Autophagy mod cell loss 18 h	WT yeast gro inh	WT yeast gro inh mutant strain
CCOC(=O)c1c(C)c(/C=N/Nc2ccccc2)n(C)c1C	-0.45	1570	0.4%	4	669	.	.	-5.3	945	6.1	1.6	1.3	i	0.4	i	-6	0	-3
COC(=O)c1cn(Cc2cccc(C)c2)nn1	-0.43	1140	-0.3%	2	755	i	55	1.0	551	2.7	2.1	2.3	i	0.5	i	11	-13	-20
CCOC(=O)c1sc(=NC(=O)C2CC2)n(C)c1C	0.14	1148	-0.5%	-2	718	i	25	1.5	1082	4.6	2.9	8.9	i	0.7	i	-1	-7	-28
COc1ccc(NC(=O)c2cc3ccccn3n2)cc1	0.38	1043	-0.3%	.	.	i	19	.	.	4.0	2.8	8.0	i	0.9	i	20	9	12
COc1cccc(/C=N/Nc2nc(Nc3ccc([N+](=O)[O-])cc3)nc(N3CCCC3)n2)c1O	-3.5	708	0.7%	4	645	i	30	3.0	948	7.5	1.4	25	?	.	i	32	-7	14
Cc1ccc(S(=O)(=O)N2CCC(C(=O)N/N=C/c3ccncc3)CC2)cc1	0.67	1282	0.9%	2	729	i	21	-4.1	1129	2.9	1.5	9.8	i	0.1	i	17	-11	-9
COc1cc2[nH]c(=O)n(Cc3ccc(C(=O)NCC4CCCO4)cc3)c(=O)c2cc1OC (stereo not drawn)	-0.07	1501	.	.	.	i	27	-2.3	1382	4.8	3.2	6.7	i	0.4	i	4	5	-4
Cn1c(SCC(=O)Nc2cc(S(=O)(=O)N3CCOCC3)ccc2N2CCOCC2)nnc1-c1ccncc1	-0.06	1336	-0.1%	4	705	i	37	0.2	1107	1.0	1.3	4.4	i	0.5	i	11	10	1
c1ccc(-c2ccc(C3=Nn4c(nnc4-c4cc(-c5ccccc5)n[nH]4)SC3)cc2)cc1	-1.4	1188	?	.	.	i	25	0.0	1426	3.9	3.8	2.1	i	4.4	i	0	27	-4
CCN(CC)C(=O)CSC1=C(C#N)C(c2ccco2)C(C(=O)OCCOC)=C(C)N1 (stereo not drawn)	0	1168	-1.1%	4	782	i	35	0.7	501	4.7	2.1	12	i	0.5&0.2	i	8	-9	-11
COn1c(SCc2ccc(C)cc2C)nc2ccccc2c1=O	-0.6	1483	0.3%	.	.	i	24	51*	905*	41*	18*	32*	i	1.9	i	0	2	9
CCOc1ccc(N(CC(=O)NCCSCc2ccc(C)cc2)S(C)(=O)=O)cc1	.	.	-0.9%	-2	828	i	47	.	.	.	.	.	i	0.5	.	.	.	.
Cc1c(C)[n+](=O)c(-c2ccco2)c(C)n1[O-]	0.35	1166	0.1%	.	.	i	59	-2.2	1158	5.2	2.9	7.0	i	0.9	i	20	-5	6
COc1ccc2nc(C)c3c(c2c1)OC(C(C)(Cl)Br)C3 (stereo not drawn)	-1.7	821	1.3%	-4	660	i	32	0.6	1269	.	.	.	i	0.1	.	.	.	.
Cc1nnc(NC(=O)CSc2nnc(C)c(=O)n2N)s1	.	.	0.3%	7	871	i	60	.	.	.	.	.	i	1.8	.	.	.	.
CCOC(=O)Nc1ccc(C(=O)NCC2CCCO2)cc1 (stereo not drawn)	.	.	.	.	.	i	30	.	.	1.3	1.7	6.2	i	1.3	i	-14	-16	-20
COc1ccc(C2SCC(=O)N2c2c(C)n(C)n(-c3ccccc3)c2=O)c(OC)c1 (stereo not drawn)	-0.26	1586	0.2%	.	.	i	9	0.2	1299	4.1	2.3	7.7	i	0.2	i	-48	4	-8
COc1ccc(NC(=O)CSc2nc3c(c(=O)n2-c2ccc(F)cc2)SCC3)cc1	-0.46	1957	-0.1%	-3	638	i	38	-4.5	1082	4.4	1.8	6.0	i	2.6	.	.	4	1
COc1cccc(OCc2cc(C(=O)NCC3CCCCC3)no2)c1	.	.	-0.6%	3	754	i	2	.	.	.	.	.	i	1.0	.	.	.	.
COCCCN1C(=O)C(=O)/C(=C(/O)c2ccc(OC(C)C)cc2)C1c1ccc(O)c(OC)c1 (stereo not drawn)	0.19	2007	0.2%	0	711	i	33	-2.0	1056	5.8	2.8	8.3	.	.	i	-8	-2	-4
CCn1nc(NC(=O)Cc2ccc(OC)cc2)c2cc3cccc(C)c3nc21	-0.35	1404	0.2%	25	624	i	44	1.4	1386	.	.	.	i	2.0	.	.	.	.
COc1ccc(-c2nc3c(c4nnc(SC(C)C(=O)Nc5ccccc5)n24)COC(C)(C)C3)cc1 (stereo not drawn)	-0.53	1404	-0.4%	66*	732*	i	58	0.7	1112	3.4	3.2	10	i	0.6	i	-7	-9	4
COc1ccc(N(CC(=O)Nc2cccc(C)c2)S(=O)(=O)c2c(C)n[nH]c2C)cc1	0.16	1472	-0.5%	.	.	i	20	0.7	1333	3.0	1.8	16	i	0.4	i	-59	-5	-10
Cc1cc(NC(=O)c2ccc(NC(=O)C3CCCO3)cc2)ccc1Br (stereo not drawn)	.	.	-1.5%	8	733	i	2	.	.	.	.	.	i	1.0	.	.	.	.
CCOc1ccc(C(=O)NCC(=O)OCC(=O)c2ccc3c(c2)-c2ccccc2C3)cc1	-0.24	1443	0.0%	-3	693	i	48	-1.1	1139	5.6	3.1	1.0	i	0.3	i	1	6	-9
COc1cccc(OCCNC(=O)Nc2cc(F)c(F)cc2Cl)c1	-0.37	1639	0.4%	3	684	i	22	-4.4	1031	3.2	3.1	6.2	i	0.4	i	4	2	6
Cc1ccc(O)c(C(=O)c2cnn(C(=O)Cc3csc(C)n3)c2)c1	-0.89	1008	0.1%	.	.	i	50	0.2	1173	3.4	1.5	8.9	i	0.3	i	9	9	1
O=C1CC(NC(=O)c2ccc(Cl)cc2)C(=O)N1 (stereo not drawn)	.	.	-0.5%	-1	821	i	26	.	.	.	.	.	i	0.1	.	.	.	.
CCc1cccc(Nc2cnn(C34C[C@@H]5C[C@@H](CC(CC(=O)O)(C5)C3)C4)c(=O)c2Cl)c1	0.3	1409	-0.1%	25	697	i	51	-0.1	1094	3.2	2.9	5.4	i	0.4	i	35	-1	-5
CCC1CCCCN1C(=O)c1ccc(OC2CCN(C(=O)CCOC)CC2)cc1 (stereo not drawn)	.	.	-0.4%	-1	748	i	22	.	.	.	.	.	i	2.9	.	.	.	.
CCC(O)(c1ccc(OC)cc1)C(CN1CCOCC1)c1ccccc1 (stereo not drawn)	-0.29	1266	-0.9%	5	697	i	39	0.7	995	3.0	3.2	6.9	i	0.1	i	4	-10	6
Cc1ccc(OCc2cc(C(=O)N3CCC(C(O)C(C)C)CC3)no2)cc1C (stereo not drawn)	.	.	-0.6%	-2	781	i	2	.	.	.	.	.	i	2.7	.	.	.	.
CCOC(=O)c1ccc(NC(=O)CSc2nnc(NC(=O)c3ccc(S(=O)(=O)N4CCOCC4)cc3)s2)cc1	-0.56	1281	0.3%	3	584	i	38	-6.1	601	1.8	3.5	10.0	i	0.6	i	-12	2	-3
O=C(OCCN1C(=O)c2cccc3c(N4CCOCC4)ccc(c23)C1=O)c1ccccc1Cl	0.31	1339	1.1%	10	629	i	36	.	.	14*	23*	54*	i	3.2	+	15*	39	14
COCCCNC(=O)CN(c1cc(Cl)cc(Cl)c1)S(C)(=O)=O	1	1225	0.5%	8	749	i	12	-0.6	1199	3.3	2.6	6.2	i	0.9	i	-1	-10	1
O=C(NCc1cccnc1)c1cc([N+](=O)[O-])ccc1N1CCOCC1	-0.73	1630	0.2%	-7	640	i	29	-3.5	1125	3.9	1.4	4.7	i	0.5	i	4	-18	-11
CCCCCN=CC1=C(O)CC(c2ccccc2)CC1=O (stereo not drawn)	0.3	1381	-0.6%	18	720	i	28	-2.6	1213	4.1	1.9	1.9	i	0.2	i	-49	7	7

Grouped by structure: the compounds so far with fluorine.
SMILES	Insulin prom up	Insulin prom up cell count	West Nile virus CPE	Lipid droplet	Lipid droplet cells 6.5 µM	T cell HTS	T cell HTS vesicle-bound %	bCat nuc transl	bCat nuc transl cell count 5 µM	MT stabilize HCS	MT stabilize HCS Hoechst-high %	MT stabilize HCS cytotoxicity %	Myeloid diff 2	Myeloid diff 2 GFP+ MAC1+ %	Autophagy mod	Autophagy mod cell loss 18 h	WT yeast gro inh	WT yeast gro inh mutant strain
COc1ccc(NC(=O)CSc2nc3c(c(=O)n2-c2ccc(F)cc2)SCC3)cc1	-0.46	1957	-0.1%	-3	638	i	38	-4.5	1082	4.4	1.8	6.0	i	2.6	.	.	4	1
COc1cccc(OCCNC(=O)Nc2cc(F)c(F)cc2Cl)c1	-0.37	1639	0.4%	3	684	i	22	-4.4	1031	3.2	3.1	6.2	i	0.4	i	4	2	6
